XIAP antagonists – XIAP antagonists, biochemical, IAP family, fluorescence polarization (AID 1018); displacement, % at 20 µM; hits with a dose series show IC50 in µM; E3 ubiquitin-protein ligase XIAP (Homo sapiens); 0.007% of 200,000 active; XIAP BIR domain, fluorescence polarization peptide displacement; higher % means a stronger effect; in the data active = displacement above about 50%; note: a part of the inactive calls stands beside numbers as strong as those of hits
P. falciparum M17LAP – P. falciparum M17LAP inhibitors, primary screen, biochemical, fluorogenic H-Leu-NHMec substrate, 1536-well (AID 1619) | 0.38% of 220,000 active | Leucine aminopeptidase (Plasmodium falciparum (isolate 3D7)) | one-dose inhibition, % at 30 µM; IC50 in µM for titrated hits | recombinant M17LAP, H-Leu-NHMec fluorogenic kinetic assay; higher % means a stronger effect;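 active = compound inhibiting the enzyme by more than half at any dose during confirmatory dose-response retesting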;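 note: plate controls were full reaction with DMSO carrier for no effect and no enzyme background for full effect; strong numbers were not always called active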
TNAP activation fold – human TNAP enzyme activators, primary screen, biochemical, luminescent, no phosphate acceptor, uHTS (AID 1001); purified TNAP, luminescent activation assay, no phosphate acceptor; higher activation fold means a stronger effect; activation fold at 20 µM; hits with a dose series show EC50 in µM; 0.03% of 200,000 active; in the data active = activation fold from about 3, or a potency from the dose series; inactive = the rest, 99 in 100 with activation fold below about 1.6; note: many of its hits are not listed in these tables
SIAH1 antagonists – Siah-1 peptide-binding antagonists, primary screen, biochemical, fluorescence polarization, rhodamine-plectin, uHTS (AID 1817); displacement, % at 20 µM, or IC50 in µM where a hit was titrated; Siah-1 / rhodamine-plectin peptide fluorescence polarization; higher % means a stronger effect; 0.02% of 290,000 active;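 active = displacement of at least 50% at 20 µM, with a fluorescence ratio check between 0.3 and a set limit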;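 note: plate controls were Siah plus tracer with DMSO for no effect and tracer alone without Siah for full effect; strong numbers were not always called active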
human PMI inhibitors – human PMI inhibitors, high substrate, primary screen, biochemical, fluorescence intensity, high mannose 6-phosphate (AID 1220). Mannose-6-phosphate isomerase (Homo sapiens). recombinant PMI enzyme, coupled fluorescence intensity; higher % means a stronger effect. inhibition, % at 20 µM, or IC50 in µM where a hit was titrated. 0.66% of 190,000 active
PMI inhibitors – inhibitors of human PMI, primary screen, biochemical, fluorescence intensity, coupled assay (AID 1209); Mannose-6-phosphate isomerase (Homo sapiens); purified PMI enzyme, coupled fluorescence intensity; higher % means a stronger effect; one-dose inhibition, % at 20 µM; IC50 in µM for titrated hits; 0.42% of 190,000 active;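 note: plate controls were DMSO vehicle for no effect and wells lacking substrate for full effect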
Hep lipid drop – inhibitors of hepatocyte lipid droplet formation, primary screen, imaging, high-throughput imaging, BODIPY stain; AML12 mouse hepatocytes, oleate lipid droplets; AID 1656, 2009; 0.4% of 240,000 active; inhibition, % at 6.5 µM;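 active = lipid droplet intensity inhibited by at least 50%, with more than 500 cells counted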
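Technique: fluorescence imaging, 20x objective, two fields per well / Assay system: AML12 hepatocytes (mouse) / Measure: % inhibition of lipid droplet signal / Doses: 6.5 µM single-point dosing / Incubation: overnight exposure / Reagent: 100 µM oleic acid challenge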
UTI89 phage lysis – inhibition of K1F phage lysis, E. coli UTI89, bacterial capsule biogenesis inhibitors, alamar blue (AID 488966). inhibition, % at 100 µM; hits with a dose series show IC50 in µM. 0.02% of 340,000 active. E. coli UTI89 K1F phage lysis, alamar blue, 2 h; higher % means a stronger effect;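 active = phage lysis inhibition, versus mean bacterial control, above a set limit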;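 note: capsule biogenesis inhibitors block K1F phage lysis so surviving cells raise fluorescence; higher fluorescence means more inhibition of phage lysis; actives were called in the ten point dose series up to 300 µM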
P. falciparum M1AAP – P. falciparum M1AAP inhibitors, biochemical, fluorogenic H-Leu-NHMec substrate, 1536-well (AID 1445). Aminopeptidase N (Plasmodium falciparum (isolate 3D7)). recombinant M1AAP, H-Leu-NHMec fluorogenic kinetic assay; higher % means a stronger effect. one-dose inhibition, % at 30 µM; IC50 in µM for titrated hits. 0.42% of 220,000 active;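 active = primary inhibition above the hit cutoff, then over 50% inhibition at one or more dose response concentrations, cut at about 23% in these data, passing the limit was not always enough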;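 note: plate controls were DMSO full reaction for no effect and no enzyme background for full effect; strong numbers were not always called active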
Hep lipid drop cells 6.5 µM – second read-out of Hep lipid drop, no call of its own (marks repeat the call); cell count; measured here: cell count, cytotoxicity flag;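 cells counted across two imaged fields per well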
Starred values were filed as active, the others as inactive; / = not tested or not shown; [ ] = dose if it differs, or a comment. Cut-off read from the data, not from the text of the source, unless noted: active = inhibition above about 50%; inactive = the rest.

SMILES	XIAP antagonists	P. falciparum M17LAP	TNAP activation fold	SIAH1 antagonists	human PMI inhibitors	PMI inhibitors	Hep lipid drop	Hep lipid drop cells 6.5 µM	UTI89 phage lysis	P. falciparum M1AAP
Cc1ccc(/C=C2\SC(=S)N(CCCC(=O)Nc3ccc(O)cc3)C2=O)cc1	/	-6%	/	-10%	/	/	-42	783	0.1%	4%
Cn1c(=O)c2nc(-c3ccc(Cl)cc3Cl)oc2c2ccccc21	-7.3%	-1%	1	2%	-14%	1%	-1	732	1.4%	-3%
CCOc1cc2[nH]c(=O)n(CCCC(=O)NCc3ccco3)c(=O)c2cc1OCC	-3.2%	6%	1	1%	-2%	-13%	/	/	0.8%	19%
CNC(=S)N/N=C/c1c(C)nn(-c2ccccc2)c1Cl	-5.5%	0%	1.1	-3%	-11%	-3%	12	797	-0.8%	1%
CC1=CC(C)(C)N(C(=O)CSc2ncn[nH]2)c2ccc(C)cc21	-4.0%	10%	1	0%	5%	5%	9	799	4.7%	8%
S=c1[nH]nc(-c2ccc(Cl)cc2)n1CC1CCCO1 (stereo not given)	-6.2%	1%	0.8	4%	-7%	-3%	/	/	1.8%	4%
Cc1ccccc1C1C(C#N)=C2N=C(N)c3ccccc3N2C2=C1C(=O)CCC2 (stereo not given)	/	1%	/	2%	/	/	-9	689	0.5%	2%
CCN1CCN(c2nc3c(C)cccn3c(=O)c2/C=C(\C#N)S(=O)(=O)c2ccccc2)CC1	-6.0%	9%	1	2%	10%	6%	-5	698	0.1%	8%
c1ccc2[nH]c(CSc3nnc(-c4ccncc4)o3)nc2c1	-6.6%	5%	1.2	-3%	4%	0%	/	/	0.3%	2%
CN(C)c1ccc(/C=N/NC(N)=S)cc1[N+](=O)[O-]	-3.2%	-6%	1	5%	2%	8%	16	681	0.1%	2%
N#Cc1cnn2c(C(F)(F)F)c3c(nc12)CCCC3	-3.2%	/	1	2%	1%	6%	0	707	-0.2%	/
COc1ccc(-n2c(C)cc(C(=O)CN3C(=O)C(=O)N(Cc4ccccc4)C3=O)c2C)cc1	-0.8%	-5%	1.1	-5%	15%	8%	-23	628	-0.3%	3%
COC(=O)C1=C(C)N(c2ccc(C)cc2)/C(=C/c2cccs2)C1=O	-7.5%	-1%	1	-1%	20%	17%	18	667	1.6%	6%
Cc1cc(C)nc(/N=C(\N)Nc2ccc([N+](=O)[O-])cc2)n1	-2.0%	3%	1.1	6%	-7%	3%	-7	604	2.4%[50 µM]	6%
CC(=O)c1cc(-c2ccccc2)n(CCC(=O)NC(C)(C)C)c1C	-3.7%	16%	1.1	3%	6%	-1%	-10	770	0.0%	6%
CCNC(=O)Nc1nc2ccccc2s1	-6.6%	4%	1.1	-6%	-11%	-10%	20	710	0.1%	-5%
COc1cccc(N2CCN(C(=O)c3ccc(=O)oc3)CC2C)c1 (stereo not given)	-7.6%	-262%	1.1	0%	8%	6%	/	/	0.7%	9%
NS(=O)(=O)c1ccc(CCNC(=S)NC2CCCCC2)cc1	/	6%	/	6%	/	/	1	730	-1.3%[50 µM]	1%
CC(NC(=O)c1noc2c1CCCCC2)c1ccccc1 (stereo not given)	-7.6%	1%	1	0%	3%	3%	3	661	0.2%	-5%
O=C1N(c2ccccc2)C(c2ccccc2)N2CCCN12 (stereo not given)	/	-3%	/	0%	/	/	7	763	0.1%	5%
Nc1c(C(=O)NCC2CCCO2)sc(=S)n1-c1ccccc1 (stereo not given)	2.4%	21%	1.1	6%	12%	16%	/	/	0.0%	5%
C/C(=N\NC(=O)C1COc2ccccc2O1)c1ccccn1 (stereo not given)	-0.1%	62%	1.2	-6%	-2%	17%	-71	397	7.7%	-8%
Cc1ccc(NC(=O)COc2ccc(Br)cc2C)cc1	-1.4%	6%	1.1	0%	2%	1%	15	651	0.6%	4%
CC1(C)N=C(N)NC(Nc2ccccc2Cl)=N1	-1.6%	16%	1	-3%	-2%	1%	10	661	1.6%	9%
COc1ccc(OCC(=O)Nc2cccc(NC(=O)COc3ccc(OC)cc3)n2)cc1	-21%	-13%	1.1	-1%	3%	14%	4	712	6.1%	-2%
C=CCn1c(=O)/c(=C\c2ccccn2)s/c1=C(/C#N)C(=O)NCC1CCCO1 (stereo not given)	1.7%	5%	1.1	3%	4%	-1%	2	698	-1.2%	0%
Cc1nc(C)c(C(=O)Nc2ccc(Oc3ccccc3)cc2)o1	31%	5%	1	8%	-1%	9%	-1	658	1.6%	1%
COc1ccccc1C(=O)O/N=C(\c1ccccc1)c1ccncc1	1.9%	2%	1.1	18%	15%	17%	3	698	-0.2%	4%
Cc1ccc(C(=O)Nc2nc(=O)n(C(=O)c3ccccc3C)s2)cc1	-13%	32%	1	-2%	-13%	-3%	10	770	0.3%	5%
COc1ccc(N2C(=O)CC(Sc3nnc(-c4ccccc4)o3)C2=O)cc1 (stereo not given)	-21%	12%	1.1	0%	5%	-1%	/	/	-1.4%	-3%
OCCN(CCO)CC(O)COc1ccc2c(c1)OCO2 (stereo not given)	-2.7%	14%	0.9	0%	10%	-5%	/	/	0.2%	-1%
COc1cc(/C=N/NC(=S)Nc2cccc(Cl)c2C)ccc1OCC(=O)N1CC(C)OC(C)C1 (stereo not given)	-3.3%	-15%	1.3	2%	8%	5%	-43	451	0.4%	2%
CN(C)c1ccc(NC(=O)c2ccc3nsnc3c2)cc1	-5.4%	4%	1	3%	5%	9%	2	669	-0.6%	7%
CCOC(=O)c1c(NC(=O)C2c3ccccc3Oc3ccccc32)sc(C(C)=O)c1C	-6.0%	-1%	1	1%	10%	7%	/	/	3.0%	2%
Nc1nc(SCC(=O)N2CCOCC2)n[nH]1	-4.6%	5%	1.1	4%	5%	12%	4	714	-0.2%	-1%
COc1cccc2cc(-c3csc(NC(=O)CCC(=O)NCCCN4CCC(C)CC4)n3)c(=O)oc12	/	13%	/	-4%	/	/	1	644	-0.2%	12%
Cc1c(Br)c([N+](=O)[O-])nn1CCCC(=O)NC(C)c1ccccc1 (stereo not given)	4.0%	-1%	1	7%	13%	9%	-16	706	0.0%	3%
COc1ccc(/C=C/C(=O)N2CCCc3ccccc32)cc1	0.6%	10%	1.1	-3%	-3%	1%	2	473	9.3%	14%
CCCC(=O)Nc1c2c(nn1-c1ccc(OC)cc1)CS(=O)C2 (stereo not given)	-3.8%	-1%	1.1	8%	-5%	-4%	2	747	3.6%	0%
O=C(Nc1ccccn1)c1nc(-c2ccccc2)n(-c2ccccc2)n1	1.0%	13%	1.2	0%	-21%	-10%	35	562	-0.1%	7%
COc1cc(CCC(=O)N2CCN(c3ncccn3)CC2)cc(OC)c1OC	1.4%	-2%	1.1	4%	0%	-9%	12	669	/	-3%
CCC(C)NC(=O)c1[nH]c(C)c(C(=O)OC)c1C (stereo not given)	-12%	-9%	1.3	-3%	-5%	10%	0	705	5.0%	1%
CC(=O)N1N=C(c2ccc(C)cc2)CC1c1ccco1 (stereo not given)	0.8%	-1%	1.2	9%	3%	-3%	17	714	0.9%	6%
Cc1ccc(C(=O)CSc2nc3ccccc3c(=O)n2-c2ccccc2)s1	-3.1%	-9%	1.1	6%	-5%	-1%	/	/	0.9%	3%
O=C1OC(c2ccc(F)cc2)=C/C1=C\c1ccc([N+](=O)[O-])o1	0.5%	6%	0.9	12%	-73%	-60%	0	638	/	6%
Cc1ccc(NC(=O)NC2=NN(c3ccccc3)C(=O)/C2=C2/CCCN2C)cc1	-13%	-1%	1.1	-8%	11%	4%	18	650	-0.4%	9%
CC1(C)CC(=O)C(C=NCC2CCN(C(=O)Nc3ccc(Cl)c(Cl)c3)CC2)=C(O)C1	-3.1%	1%	1.1	4%	-4%	-2%	/	/	0.1%	9%
CCC(C)Sc1nnc(CSc2nc(C)cc(C)n2)n1C (stereo not given)	0.1%	6%	1	2%	-15%	-16%	6	692	0.1%	1%
CCCOC(=O)C1=C(C)NC2=C(C(=O)CCC2)C1c1ccc(N(C)C)cc1 (stereo not given)	0.7%	1%	1.2	2%	2%	-8%	/	/	0.5%[50 µM]	4%
CC1=C(C(N)=O)C(c2cccs2)NC(=S)N1 (stereo not given)	-9.4%	-3%	1.1	0%	-15%	-12%	-8	708	-0.7%	3%

Other results follow:
SMILES	XIAP antagonists	P. falciparum M17LAP	TNAP activation fold	SIAH1 antagonists	human PMI inhibitors	PMI inhibitors	Hep lipid drop	Hep lipid drop cells 6.5 µM	UTI89 phage lysis	P. falciparum M1AAP
COc1ccc(CC(=O)N2CCN(C(=O)Cc3ccc(OC)cc3)CC2)cc1	3.0%	0%	1.1	-1%	6%	7%	-7	749	1.3%	-2%
CCCCCCCSc1nnc(-c2ccccc2N)c(=O)[nH]1	-3.8%	17%	1.2	-1%	14%	-3%	1	685	-3.1%	10%
CCCS(=O)(=O)N1CCCC(C(=O)NCCCOCC)C1 (stereo not given)	-5.7%	-8%	1.1	-1%	5%	5%	/	/	0.8%	-2%
CCOC(=O)Cc1c[nH]c2ccccc12	-3.3%	11%	1.1	2%	-3%	-5%	/	/	-0.4%	-1%
O=C(O)c1ccc(CSCc2c(F)cccc2Cl)o1	-3.9%	17%	1.1	-2%	-13%	-6%	/	/	2.9%	-10%
COc1ccc(-c2cn3cc(Cl)ccc3n2)cc1OC	5.5%	-3%	1	2%	-6%	-9%	/	/	0.1%	10%
CN(C)Cc1c(O)ccc2c1O/C(=C\C=C\c1ccccc1)C2=O	/	16%	/	-6%	/	/	-12	657	-0.4%	10%
O=C1Cc2ccccc2C(c2ccc(Cl)cc2)N1 (stereo not given)	/	2%	/	-3%	/	/	-1	679	0.1%	4%

One compound at a time, as listed above. Order of screens: XIAP antagonists	P. falciparum M17LAP	TNAP activation fold	SIAH1 antagonists	human PMI inhibitors	PMI inhibitors	Hep lipid drop	Hep lipid drop cells 6.5 µM	UTI89 phage lysis	P. falciparum M1AAP
CCCCCCCSc1nnc(-c2ccccc2N)c(=O)[nH]1 across the screens: -3.8%	17%	1.2	-1%	14%	-3%	1	685	-3.1%	10%
COc1ccc(CC(=O)N2CCN(C(=O)Cc3ccc(OC)cc3)CC2)cc1 across the screens: 3.0%	0%	1.1	-1%	6%	7%	-7	749	1.3%	-2%
CCOC(=O)Cc1c[nH]c2ccccc12 across the screens: -3.3%	11%	1.1	2%	-3%	-5%	/	/	-0.4%	-1%
COc1ccc(-c2cn3cc(Cl)ccc3n2)cc1OC across the screens: 5.5%	-3%	1	2%	-6%	-9%	/	/	0.1%	10%

Screens deposited in PubChem BioAssay by several laboratories.
